Screening data: PubChem, National Center for Advancing Translational Sciences (NCATS)
aSyn tox rescue – alpha-synuclein toxicity suppression in yeast. 0.02% of 94,000 active. S. cerevisiae alpha-synuclein toxicity rescue, BacTiter-Glo growth, 24 h. Potency, µM (doses to about 46.1 µM), for inactives: top-dose growth rescue (activation), actives largely listed as activators; active means well fitted activation curve with a large enough effect; inconclusive means small, poorly fitted or top-dose-only effect; further: 0% is about no effect
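Growth restoration measured by BacTiter-Glo luminescence after 24 hr at 30 deg C; alpha-synuclein yeast, raffinose-pregrown to mid-log, were added at OD600=0.02 in galactose medium onto pinned compounds.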
* marks the source's active call; other numbers are inactive results; ? = inconclusive; & = joins results of further samples; [ ] = dose if it differs, or a comment. Potency means the concentration at half of the fitted maximal effect. Only part of the results is shown; count on the stated rates, not on these rows.

SMILES	aSyn tox rescue
CCOc1ccc(NC(=O)CCCc2nc(-c3cccc(OC)c3)no2)cc1	-4%
CCCCc1c(C)nc2c(OC)cccc2c1SCC(=O)O	5%
COc1ccc(NC(=O)C(c2ccc(OC)cc2)N(C)C(=O)Cc2cccs2)cc1 (stereo not given)	6%
COC(=O)Oc1ccc(/C=N/NC(=O)CN(c2ccccc2Br)S(C)(=O)=O)cc1OC	3%
Fc1ccc(Nc2nc(SCc3cccc(F)c3)nc3ccccc23)cc1	-27%
Cn1c(=O)n(C)c2cc(N3CCCCC3)c(NC(=O)c3ccc(Cl)cc3)cc21	-4%
COc1ccc(CCNC(=O)CCCn2nc(C)c([N+](=O)[O-])c2C)cc1OC	-5%
CCCN(CCC)C(=O)Cn1c(=O)n(-c2cccc(OC)c2)c(=O)c2c(C)c(C(=O)N(C)C)sc21	-5%
COc1ccccc1CNC(=O)c1ccc(S(=O)(=O)N(C)c2ccccc2)cc1	15%
O=C(Nc1ccccc1C(=O)OCc1cc(=O)n2ccsc2n1)c1ccccc1Cl	-2%
Cc1cc(C)cc(NC(c2nnc(-c3cccc(F)c3)o2)c2ccc(F)cc2Cl)c1 (stereo not given)	28%
CCCN1CCN(CCCNC(=O)c2cc3c(s2)-c2c(C)cccc2OC3)CC1	1%
CCOc1ccc(-c2nnc(SCC(=O)c3ccccc3)n2-c2ccccc2)cc1	-9%
Cc1ccccc1-c1noc(C(C)NC(=O)c2ccco2)n1 (stereo not given)	3%&-5%
O=C(c1cccc([N+](=O)[O-])c1)c1ccc2c(c1)OCCOCCOCCO2	0%
COc1ccc2c(c1)c(C(C)=O)c(C)n2-c1ccccc1OC	-3%
C[C@@H]1CN([C@H](C)CO)C(=O)CCCn2cc(nn2)CO[C@H]1CN(C)S(=O)(=O)c1ccc(-c2ccccc2)cc1	0%
CCOC(=O)c1ccc(NC(=O)Cn2c(=O)cc(C)c3c(C)nn(-c4cccc(F)c4)c32)cc1	-1%
Cc1cccc(-n2ccnc2SCC(=O)Nc2nnc(C)s2)c1	-9%
CCCc1ccc(-c2ccc(C(=O)Oc3ccc(OCC)cc3)cc2)nc1	-1%
COc1ccccc1N1CCN(c2ccc(NC(=O)c3ccc(C)cc3)cc2C(=O)O)CC1	0%
CC(=O)Nc1cccc(NC(=O)C2CCN(C(=O)c3ccco3)CC2)c1	-9%
CCOc1ccc2nc(N3CCN(C(=O)c4ccc(S(=O)(=O)CC)cc4)CC3)sc2c1	-8%
COc1ccc(CNC(=O)CN2C(=O)COc3ccc(S(=O)(=O)Nc4ccccc4)cc32)cc1	-7%
O=C1NC(c2ccccc2)=NC1(Nc1ccccn1)C(F)(F)F (stereo not given)	-7%
CCN(CC)S(=O)(=O)c1ccc(NC(=O)Cn2ncc3c([nH]c4ccccc43)c2=O)cc1	8%
Cc1ccccc1NC(=O)CN1C(=O)CSc2ccccc21	2%
O=c1c(NCc2cccs2)nccn1-c1ccc(F)cc1	16%
O=C(Cc1ccccc1)Nc1sc2c(c1C(=O)Nc1ccc(Cl)cc1)CCCC2	-81%[inhibitor]
O=C(NCc1cccc(Br)c1)c1ccc(NC(=O)N2CCCCc3ccccc32)cc1	-2%

An excerpt of the results above:
SMILES	aSyn tox rescue
COc1ccc2c(c1)c(C(C)=O)c(C)n2-c1ccccc1OC	-3%
C[C@@H]1CN([C@H](C)CO)C(=O)CCCn2cc(nn2)CO[C@H]1CN(C)S(=O)(=O)c1ccc(-c2ccccc2)cc1	0%
CCOC(=O)c1ccc(NC(=O)Cn2c(=O)cc(C)c3c(C)nn(-c4cccc(F)c4)c32)cc1	-1%
Cc1cccc(-n2ccnc2SCC(=O)Nc2nnc(C)s2)c1	-9%
CCCc1ccc(-c2ccc(C(=O)Oc3ccc(OCC)cc3)cc2)nc1	-1%
COc1ccccc1N1CCN(c2ccc(NC(=O)c3ccc(C)cc3)cc2C(=O)O)CC1	0%
CC(=O)Nc1cccc(NC(=O)C2CCN(C(=O)c3ccco3)CC2)c1	-9%
CCOc1ccc2nc(N3CCN(C(=O)c4ccc(S(=O)(=O)CC)cc4)CC3)sc2c1	-8%
COc1ccc(CNC(=O)CN2C(=O)COc3ccc(S(=O)(=O)Nc4ccccc4)cc32)cc1	-7%
O=C1NC(c2ccccc2)=NC1(Nc1ccccn1)C(F)(F)F (stereo not given)	-7%
CCN(CC)S(=O)(=O)c1ccc(NC(=O)Cn2ncc3c([nH]c4ccccc43)c2=O)cc1	8%
Cc1ccccc1NC(=O)CN1C(=O)CSc2ccccc21	2%
O=c1c(NCc2cccs2)nccn1-c1ccc(F)cc1	16%
O=C(Cc1ccccc1)Nc1sc2c(c1C(=O)Nc1ccc(Cl)cc1)CCCC2	-81%[inhibitor]
O=C(NCc1cccc(Br)c1)c1ccc(NC(=O)N2CCCCc3ccccc32)cc1	-2%

Carrying on.
SMILES	aSyn tox rescue
COc1ccc(C(=O)NC(=S)N2CCCc3ccccc32)cc1OC	3%
COc1ccc(-c2nc(C)c(CCNC(=O)c3ccccc3Br)s2)cc1OC	5%
Cc1cc(C)cc(NC(=O)CCn2cnc3ccccc3c2=O)c1	-6%
CC1CCN(C(=O)Cn2cc(SCC(=O)Nc3ccccc3C(F)(F)F)c3ccccc32)CC1	1%
Cc1ccc(-c2nc(C)c(CCNC(=O)C(=O)Nc3ccc(C)c(Cl)c3)s2)cc1	7%
Cc1occc1-c1nnc(SCC(=O)N2CCCCC2)n1C	4%
COc1cccc(NC(=O)CN2C(=O)COc3ccc(S(=O)(=O)N4CCCCCC4)cc32)c1	5%
Cc1ccc(C(=O)OCC(=O)Nc2cc(Cl)ccc2C#N)o1	-3%
COc1cccc(N2CCN(C(=O)c3cccc(NC(=O)C4=C(C)OCCS4)c3)CC2)c1	14%
COC(=O)c1ccc(OCC2c3cc(OC)c(OC)cc3CCN2C(=O)c2ccccc2C)cc1 (stereo not given)	-2%
CC(C)(C)OC(=O)N1Cc2ccccc2C[C@H]1C(=O)N1CCC[C@H]1C(=O)O	9%
Cc1ncc([N+](=O)[O-])n1CC(=O)Nc1ccc(F)c(F)c1	-8%
COc1ccc(/C=C2\SC(=O)N(CCC(=O)N3CCCCC3)C2=O)cc1OC	6%
COc1ccc(C(=O)NCC(c2ccc3c(c2)OCO3)N2CCOCC2)cc1OC (stereo not given)	2%
Cn1c(O)c(/C=C2\C=Nc3ccccc32)sc1=Nc1ccc(C(=O)O)cc1	3%
NC(=O)N/N=C/c1c(Sc2nnnn2-c2ccccc2)nc2ccccn2c1=O	-4%
Cc1nn(-c2nc(-c3ccc(F)cc3)cc(C(F)(F)F)n2)c(C)c1Cl	-12%
CCNc1nc(N)nc(Oc2ccc(OCC(=O)OC)nn2)n1	-1%
COc1ccc(C(CNC(=O)C(CC(C)C)NS(=O)(=O)c2ccc(C)cc2)N2CCOCC2)cc1 (stereo not given)	-8%
Cc1ccc(CCNC(=O)c2ccc3c(c2)c(C)c(C)n3Cc2ccccc2)cc1	7%
CN(C)c1ccc(S(=O)(=O)N2CCCCC2)cc1NC(=O)CN1C(=O)NC2(CCCC2)C1=O	3%
Cc1ccc(C(C)C)c(OCC(=O)Nc2ccc(O)c(-c3nc4cc(Cl)ccc4o3)c2)c1	-11%
CCOc1ccc(C2c3c(oc4ccccc4c3=O)C(=O)N2Cc2ccc3c(c2)OCO3)cc1 (stereo not given)	-6%
Cc1ccc(-n2c3c(c(=O)[nH]c2=O)C(NC(=O)c2ccccc2C)(C(F)(F)F)C(=O)N3)cc1 (stereo not given)	-5%
COC(=O)c1ccc2c(c1)N(CC(=O)Nc1ccc(C)c(C)c1)C(=O)c1ccccc1S2	8%
Cc1ccc(-n2cc(CN(C)Cc3ncc[nH]3)c(-c3cccc(C)c3)n2)cc1	0%
COc1cc(Cl)c(C)cc1NC(=O)CCn1cnc2onc(-c3ccc(F)cc3)c2c1=O	-12%
Cc1cc(C(=O)NCc2ccccc2Cl)c2ccccc2n1	-6%
CCc1ccccc1NC(=O)c1cc(C2CC2)on1	19%
CSc1cccc(NC(=S)N2CCC(N(C)C3CCCCC3C)CC2)c1 (stereo not given)	4%
Cc1ccc(-c2nc(C(=O)Nc3cccc(C#N)c3)c3n2CCCCC3)cc1	-7%
CCOc1ccccc1NC(=O)CSc1nnc(-c2cccnc2)o1	3%
Cc1ccc(C)c(NC(=O)Cn2nnc(C(=O)NCCc3ccccc3)c2N)c1	-7%
Cc1ccc(/C=C2/SC(=S)N(CCC(=O)N3CCN(C)CC3)C2=O)cc1	13%
COc1ccc(N(CC(=O)Nc2cccc(Cl)c2)S(=O)(=O)c2c(C)[nH]c(=O)[nH]c2=O)cc1	-4%
Cc1ccc(SCn2nnc3ccccc3c2=O)c(C)c1	?
CCCCCCCC1=NN(c2ccc(S(=O)(=O)O)cc2)C(=O)C1N=O (stereo not given)	6%
C=CCN(C(=O)CCC(=O)Nc1cc(C)on1)C(C(=O)NC1CCCC1)c1ccc(OC)cc1OC (stereo not given)	-10%
CCOC(=O)c1c(SC)n(-c2ccccc2)c(=S)n(-c2ccccc2)c1=O	1%
O=C(COc1cc2oc(=O)cc(-c3ccccc3)c2cc1Cl)NCC1CCC(C(=O)O)CC1 (stereo not given)	3%
Cn1cc(CCC(=O)NCc2ccc(Cl)cc2)c2ccccc21	4%
O=C1/C(=C/c2ccc(O)cc2)SC(=S)N1CC1CCCO1 (stereo not given)	-4%
COc1ccc(CC(=O)NC(c2ccccc2)c2ccc(C)cc2)c(OC)c1 (stereo not given)	4%
COc1ccc(NC(=O)CSc2nc3c(c(=O)[nH]2)CCC3)cc1	1%
Cc1c(-c2ccc(Cl)cc2)c(=O)oc2c(CN3CCN(C)CC3)c(O)ccc12	5%
CCc1nc(-c2cc(S(=O)(=O)N3CCN(c4ccc(F)cc4)CC3)ccc2OC)no1	-6%
O=C(CCC1N=C2c3ccccc3N=C(SCc3ccccc3Cl)N2C1=O)N1CCN(c2ccccc2)CC1 (stereo not given)	0%
O=C(c1cnn(-c2ccc(F)cc2)c1-n1cccc1)N1CCN(c2cccc(Cl)c2)CC1	9%
CCN(C(=O)CSc1nc2ccccc2nc1Cc1ccc(F)cc1)c1cccc(C)c1	1%
O=C(Cn1cc(SCc2ccc(Cl)cc2)c2ccccc21)N1CCOCC1	?
CCOC(=O)N1CCC(NC(=O)C2CCCN(Cc3nc(-c4cccc(Cl)c4)oc3C)C2)CC1 (stereo not given)	4%
O=C1C2C3C=CC(C3)C2S(=O)(=O)C2C3C=CC(C3)C12 (stereo not given)	-5%
Cc1cc(C)cc(OCC(=O)N(Cc2cccs2)c2ccc(Cl)cc2)c1	28%
O=C(CCNC(=O)c1ccc(Br)cc1)Nc1cc(Cl)ccc1-n1cncn1	-49%[inhibitor]
COc1ccc(N2CCN(C(=O)CN3C(=O)CSc4c3c(C)nn4-c3ccccc3)CC2)cc1	-1%
CCn1c(CN2CCCCC2)nc2cc(NC(=O)c3cc(OC)c(OC)c(OC)c3)ccc21	-6%
CCCC1NC(=O)c2cccnc2-n2c1nc1ccc(Br)cc1c2=O (stereo not given)	0%
O=C(CNC(=O)c1cc(S(=O)(=O)N2CCCCC2)ccc1N1CCOCC1)Nc1ccc(F)c(F)c1	3%
CC(C)(C)NC(=O)C1CCCN(S(=O)(=O)c2cccc3cccnc23)C1 (stereo not given)	5%
CN(CC(=O)Nc1ccc(Br)cc1)S(=O)(=O)c1cccc2nsnc12	-13%

Further records follow.
SMILES	aSyn tox rescue
Cc1ccc(C)c(OCCC(=O)OCC(=O)NC(=O)NC2CCCC2)c1	4%
O=C(CS(=O)(=O)c1cccc2nsnc12)N1CCN(c2cccc(Cl)c2)CC1	2%
Cn1nnc(NC(=S)NC(=O)c2ccc3ccccc3c2)n1	-5%
COc1cccc(CNC(=O)COC(=O)c2ccc(N3CCCC3=O)cc2)c1	-5%
CCCCC(=O)Nc1ccccc1C(=O)OCc1cc(=O)n2nc(C3CCCCC3)sc2n1	2%
Cc1cnnn1-c1cccc([N+](=O)[O-])c1	-1%
CCn1c(C)nc2cc(C(=O)NNC(=S)Nc3ccc(C)cc3)ccc21	-11%
CCOc1ccc(S(=O)(=O)N2CCC(C(=O)OC(C)C(=O)N3CCOCC3)CC2)cc1 (stereo not given)	4%
Cc1cc2oc(=O)cc(CN(C)Cc3ccc(OC(F)F)cc3)c2cc1Cl	1%
CC(=O)c1cc(-c2ccc(F)cc2)n(CCC(=O)NC2CCCCC2)c1C	-9%
COCCCNC(=O)CCCn1c(SCC(=O)c2ccc(F)cc2)nc2c(sc3ccccc32)c1=O	0%
CCOCCc1nnc(NC(=O)C(=O)c2cc(C)n(-c3ccc(C)cc3C)c2C)s1	1%
COc1ccccc1N(CC(=O)NC1CCCC1)S(=O)(=O)c1ccc(C)cc1	4%
CCN1C(=O)/C(=C2\SC(=S)N(NC(=O)c3ccccc3O)C2=O)c2ccccc21	-47%[inhibitor]
Cc1ccc(CSc2ncccc2C(=O)O)cc1	20%
O=C(Nc1ccccc1Cl)c1cc(S(=O)(=O)N2CCC3(CC2)OCCO3)ccc1F	15%&26%
O=C(Nc1ccc2nc(SCC(=O)N3CCc4ccccc43)sc2c1)c1ccccc1	-14%
CC(C)(C)C(=O)OC1=CN(Cc2ccccc2)S(=O)(=O)c2ccccc21	3%
Cc1ccc(NC(=S)NCC2CCN(C(C)c3ccccc3)C2)cc1 (stereo not given)	-2%
COc1ccc(N2CCN(C(=O)c3oc4ccccc4c3NC(=O)c3ccccc3OC)CC2)cc1	-20%
COc1ccc(-c2cc(C(F)(F)F)nc(-n3ccnc3)n2)cc1	4%
Cc1ccc(CN2CCC(CNC(=O)c3cnn(-c4ccc(C)cc4)c3C3CCN(C(=O)OC(C)(C)C)CC3)CC2)cc1	-7%
